Assay outcomes: PubChem BioAssay, ICCB-Longwood Screening Facility, Harvard Medical School
PV pol inh – poliovirus RNA polymerase inhibition; poliovirus polymerase elongation, fluorescence polarization; stronger effect = lower value; % elongation, % (compound at 16.7 µg/mL); P03300; AID 588519; 0.66% of 150,000 active; in the data active = % elongation below about 90%; also: some results filed as inactive read as strong as hits
Target sequence (P03300 1749-2209 limits assumed): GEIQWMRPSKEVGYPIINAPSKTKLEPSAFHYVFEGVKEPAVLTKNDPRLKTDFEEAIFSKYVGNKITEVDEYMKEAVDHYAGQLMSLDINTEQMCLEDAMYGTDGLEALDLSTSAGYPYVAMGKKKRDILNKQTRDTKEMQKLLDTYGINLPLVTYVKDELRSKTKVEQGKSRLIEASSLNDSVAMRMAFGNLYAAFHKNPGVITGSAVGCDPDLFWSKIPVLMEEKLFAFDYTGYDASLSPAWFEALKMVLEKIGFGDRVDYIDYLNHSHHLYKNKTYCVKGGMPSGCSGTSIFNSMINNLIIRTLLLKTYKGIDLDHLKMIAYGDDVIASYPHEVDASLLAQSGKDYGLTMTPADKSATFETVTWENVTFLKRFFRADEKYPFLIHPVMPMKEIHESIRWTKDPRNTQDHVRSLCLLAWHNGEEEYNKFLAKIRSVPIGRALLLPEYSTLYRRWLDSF
PV pol inh FP z-score – also measured in PV pol inh; calls as there; z-score; measured here: FP z-score; hits read low
* marks the source's active call; other numbers are inactive results.

Every second line gives: PV pol inh, PV pol inh FP z-score
Cc1ncc(CO)c2cc(C(=O)Nc3ccccc3S(N)(=O)=O)c(=O)oc12
→ 100, -0.2
Cc1cc(S(=O)(=O)N(C)Cc2ccccc2)ccc1-n1cnnn1
→ 100, -0.2
Cc1ccc(Nc2nc(COC(=O)c3ccc(-n4cnnn4)cc3)cs2)cc1
→ 108, 0.7
O[C@@H]1CC2C3C[C@H](O)C4C3CC2C41 (some centres undefined)
→ 100, -0.3
CCCCCC1C(O)CCC1CC(=O)OC (centres undefined)
→ 106, 0.5
Cc1ccc(Cn2c(=O)n(CCc3ccc(Cl)cc3)c(=O)c3ccccc32)cc1
→ 105, 0
COC(=O)NCC(c1cccnc1)N1CCN(c2ccccc2)CC1 (centres undefined)
→ 100, -0.4
CCCCc1nn2c(=O)cc(COC(=O)c3cccc(NC(=O)c4cccc(C)c4)c3)nc2s1
→ 107, 0.1
COC(=O)CNC(c1ccccc1)c1cc(Br)ccc1NC(=O)CN1CCOCC1 (centres undefined)
→ 101, 0
Cc1c(C(=O)NCCN2CCOCC2)sc2nc3n(c(=O)c12)CCCC3
→ 99, -1.4
CCOC(=O)c1nc(Nc2ccccc2OC)c2ccccc2n1
→ 105, 0
COc1ccc(NC(=O)C2CCN(S(=O)(=O)c3ccc4c(c3)CCCC(=O)N4)CC2)cc1OC
→ 114, 1.2
Cc1cc2oc(C(=O)Nc3ccc(S(N)(=O)=O)cc3)cc(=O)c2cc1C
→ 110, 0.4
CC1CCCN(C(=O)Cn2c(=O)n(CC3CCC(C(=O)NC(C)C)CC3)c(=O)c3sccc32)C1 (centres undefined)
→ 122, 3.6
Cc1ccc(Cl)cc1NC(=O)Cn1c(=O)n(CCCS(=O)(=O)C2CCCCC2)c(=O)c2ccccc21
→ 105, -0.8
O=C(Cc1ccc(-n2c(=S)[nH]c3ccccc3c2=O)cc1)NCCc1ccccc1
→ 101, -0.3
CCc1ccc(CNC(=O)c2ccc3c(c2)c(C)c(C)n3Cc2ccccc2)cc1
→ 105, -0.3
COc1ccc(OC)c(-c2n(C)c3ccccc3[n+]2C)c1
→ 102, 0
O=C(CSc1ccccc1C(=O)Nc1ccccc1N1CCCC1)NCc1ccco1
→ 102, 0
CSc1ncc(C(=O)Nc2cc(C)cc(C)c2)c(-c2ccccc2)n1
→ 102, -0.9
COc1ccc(/C(C)=N/NC(=O)c2ccc(CN3CCOCC3)cc2)cc1
→ 101, -0.1
O=C(O)c1ccccc1NCc1ccc2c(c1)OCO2
→ 102, 0.4
O=c1[nH][nH]c(=S)n1CCc1ccccc1
→ 93, -0.7
Cc1ccc(CN2C3CCCC2CC(NC(=O)Nc2ccc(C#N)cc2)C3)cc1 (centres undefined)
→ 99, -1.1
CC1CC(NC(=O)CCn2c(=O)oc3ccccc32)CC(C)(C)C1 (centres undefined)
→ 99, -1.1
COc1ccc(-c2nn(C)c(=O)c3ccccc23)cc1CNC(=O)c1ccco1
→ 103, 0.3
Oc1ccc(Br)cc1-c1cc(-c2ccco2)[nH]n1
→ 102, -0.1
CCOC(=O)/C(C#N)=C/c1ccc(OC(=O)c2nn(C)cc2Br)cc1
→ 100, -0.7
Cc1ccc(C2SCC(=O)N2Cc2cn3ccsc3n2)o1 (centres undefined)
→ 97, -0.6
Cc1cc(C)cc(NC(=S)NC2CCCCC2)c1
→ 107, 0.7

Some of the entries so far, as a markdown table:
| structure | PV pol inh | PV pol inh FP z-score |
| --- | --- | --- |
| COC(=O)CNC(c1ccccc1)c1cc(Br)ccc1NC(=O)CN1CCOCC1 (centres undefined) | 101 | 0 |
| Cc1c(C(=O)NCCN2CCOCC2)sc2nc3n(c(=O)c12)CCCC3 | 99 | -1.4 |
| CCOC(=O)c1nc(Nc2ccccc2OC)c2ccccc2n1 | 105 | 0 |
| COc1ccc(NC(=O)C2CCN(S(=O)(=O)c3ccc4c(c3)CCCC(=O)N4)CC2)cc1OC | 114 | 1.2 |
| Cc1cc2oc(C(=O)Nc3ccc(S(N)(=O)=O)cc3)cc(=O)c2cc1C | 110 | 0.4 |
| CC1CCCN(C(=O)Cn2c(=O)n(CC3CCC(C(=O)NC(C)C)CC3)c(=O)c3sccc32)C1 (centres undefined) | 122 | 3.6 |
| Cc1ccc(Cl)cc1NC(=O)Cn1c(=O)n(CCCS(=O)(=O)C2CCCCC2)c(=O)c2ccccc21 | 105 | -0.8 |

(further entries)
Every second line gives: PV pol inh, PV pol inh FP z-score
COc1ccc(CCNc2cc3c(nn2)Oc2ccccc2N3C)cc1OC
→ 103, 0.3
C=CCNC(=O)CC1Nc2ccccc2NC1=O (centres undefined)
→ 100, -1.1
Cc1ccc(Cl)cc1NC(=O)c1oc2ccc(S(=O)(=O)N(C)C3CCCCC3)cc2c1C
→ 111, 0.1
CN(C)c1nc(Oc2ccc(=O)[nH]n2)nc(N2CCCCC2)n1
→ 107, 0.5
COc1ccc(N2CCN(C(=O)c3nn(-c4ccccc4)nc3C)CC2)cc1
→ 104, 0.3
O=C(COC(=O)c1ccc(Cl)cc1)NC1CCS(=O)(=O)C1 (centres undefined)
→ 104, 0.1
O=c1[nH]c(C2CCCN(S(=O)(=O)c3ccccc3)C2)nc2c1nnn2Cc1ccc(OC(F)(F)F)cc1 (centres undefined)
→ 108, 0.3
CCOC(=O)c1ccc(N2C(=O)c3n[nH]c(C)c3C2c2cccc(Br)c2)cc1 (centres undefined)
→ 105, -0.6
O=S(=O)(c1ccc(N2CCOCC2)nc1)N(Cc1ccccn1)Cc1ccccn1
→ 103, 0
Cc1ccc(N=Cc2ccc3c(c2)OCO3)c(Br)c1
→ 107, 0.5
COC(=O)c1ccc(NC(=O)CSC2=NC(=O)CC(=O)N2)cc1
→ 100, -0.9
Cc1ccc(NS(=O)(=O)c2ccccc2)c(NS(=O)(=O)c2ccccc2)c1
→ 106, 0.4
CCOC(=O)c1ccc(Nc2nc3ccccc3n3cnnc23)cc1
→ 102, 1
CC(C)(C)c1nnc2sc(SCC(=O)NCc3ccco3)nn2c1=O
→ 102, 0.1
Cc1cccc(C(=O)OCC(=O)NCc2ccccc2Cl)c1O
→ 102, 0.2
CC1=C(/C=C/C(C)=N\NC(=O)c2ccncc2)C(C)(C)CCC1
→ 103, 0.7
COc1ccc(C(=O)Nc2nnc(S(=O)(=O)N(CC(C)C)c3ccccc3)s2)cc1
→ 110, 0.3
CCCOC(=O)C(N)c1ccccc1 (centres undefined)
→ 101, -0.1
CCOC(=O)C1=C(C)OC(N)=C(C(=O)OCC)C1c1cccnc1 (centres undefined)
→ 101, -0.2
Cc1[nH]c2ccc(-c3nnc(SCC(=O)N4CCc5ccccc54)o3)cc2c1C
→ 102, 0.2
O=C1CCCN1c1ccc(S(=O)(=O)Nc2noc3ccccc23)cc1
→ 104, 0.4
COc1ccc(Cn2c(=O)c3oc4ccccc4c3n(Cc3ccccc3)c2=O)cc1
→ 107, 0.1
CCOc1ccc(NC(=O)C2CCCN(c3nn4cc(-c5ccc(OC)cc5)nc4s3)C2)cc1 (centres undefined)
→ 109, 0.4
Nc1c(C(=O)NC2CC2)sc2nc(-c3ccncc3)ccc12
→ 90, -5.8
Cc1ccccc1OCC(=O)NCC(c1ccc(Cl)cc1)N1CCOCC1 (centres undefined)
→ 103, 0
Cc1cc(SCC(=O)Nc2ccc(Cl)cc2)nc2ccccc12
→ 109, 1.2
C=CCn1c(N)c(-c2nc3ccccc3[nH]2)sc1=S
→ 102, 0.3
O=S(=O)(Nc1cccc(-c2ccc(N3CCCCC3)nn2)c1)c1ccc2c(c1)OCCO2
→ 104, 1.9
O=C(O)CC1(c2ccccc2)C(=O)c2ccccc2C1=O
→ 100, -0.5
CN(CCCc1ccccc1)CCc1ccccn1
→ 100, -0.4

Every second line gives: PV pol inh, PV pol inh FP z-score
CCc1ccc(Nc2nc3c(S(=O)(=O)c4ccc(C)cc4)nnn3c3ccsc23)cc1
→ 109, 0.3
CCCCN(CC)CCNC(=O)Cn1c(=O)c2cccn2c2cccnc21
→ 105, -0.3
O=C(c1cccc(NS(=O)(=O)c2ccc(F)c(F)c2)c1)N1CCCCC1
→ 103, 0.6
CCc1ccc(-n2nc(C)c3c(C)cc(=O)n(CC(=O)Nc4ccc(C)c(F)c4)c32)cc1
→ 109, 0.3
Cn1c(=O)nc2n(-c3cccc(C(F)(F)F)c3)c3ccccc3cc-2c1=O
→ 109, 0.8
Cc1ccc2nc(N(Cc3cccnc3)C(=O)CCOc3ccccc3)sc2c1
→ 109, 0.5
Cc1ccc(Nc2c(-c3ccncc3)nc3ccc(C)cn23)cc1
→ 110, 0.4
Cc1ccc(C)c(N2CCN(C(=O)CCn3c(=O)c4cccn4c4cccnc43)CC2)c1
→ 107, 0
CCOC(=O)c1cccc(NC(=O)c2cc(CN3CCOCC3)on2)c1
→ 111, 1.2
CCOc1ccc(-n2c(=O)c3c(C)c(C)sc3n(CC(=O)C(C)(C)C)c2=O)cc1
→ 108, 0.5
O=C(CCCN1C(=O)S/C(=C\C=C\c2ccccc2)C1=O)Nc1ccc(C(=O)O)cc1
→ 101, 0
COc1ccc(OC)c(CCNC(=O)c2c(C)oc3ncn(CC(C)C)c(=O)c23)c1
→ 112, 0.6
CCOc1ccc(Nc2sc(C(=O)c3ccc(F)cc3)c(N)c2S(=O)(=O)c2ccc(C)cc2)cc1
→ 105, -0.3
O=C(c1cc2ccccn2n1)N1CCN(c2ccc(Cl)nn2)CC1
→ 99, -1.5
Cc1ccc(S(=O)(=O)N(C)S(=O)(=O)c2cccc(C(F)(F)F)c2)cc1
→ 101, -0.3
CC(C)c1nn2c(=O)cc(COC(=O)c3cccc(NC(=O)c4ccccc4F)c3)nc2s1
→ 103, -0.9
O=C(OCN1C(=O)c2ccccc2C1=O)c1cccnc1SC(F)F
→ 98, -0.8
COCCCN1C(=O)c2[nH]nc(-c3cc(C)ccc3O)c2C1c1ccc(F)cc1 (centres undefined)
→ 114, 1.7
COc1cccc(OC)c1SC
→ 101, -0.4
CCN(CC)CCNC(=O)c1c(C)oc2ncn(C)c(=O)c12
→ 110, 0.4
O=C(CCCc1nc2ccccc2s1)Oc1ccc2c(c1)OCO2
→ 103, 0
CC1=NN(c2ccccc2)C(=O)C1=C1SCCS1
→ 102, 0
C=CCN(c1ccc(C(=O)N2CCCC2)cc1)S(C)(=O)=O
→ 103, 0.6
CC(=O)Nc1cc2nc(N)sc2cc1NC(C)=O
→ 104, 0.6
Cc1ccc(Cn2cnc3nc4c(cc3c2=O)CCCC4)cc1
→ 107, 0
C(=N\NC1=NCCCCC1)/c1ccccc1
→ 101, -0.1
Cc1cccc(N2CCN(C(=O)CCCN3C(=O)c4ccccc4Sc4ncccc43)CC2)c1C
→ 104, 1.1
COc1cn(CC(=O)Nc2ccc(C)cc2)c(CN2CCCCC2)cc1=O
→ 114, 1.6
COC(=O)c1cc(-c2ccco2)nc2c1cnn2Cc1ccc2c(c1)OCO2
→ 71*, -4.3*
O=C1Nc2ccccc2Oc2ccc(S(=O)(=O)N3CCOCC3)cc21
→ 102, 0

Every second line gives: PV pol inh, PV pol inh FP z-score
O=C(O)CC1(CC(=O)Nc2ccc(-c3cn4c(n3)SCC4)cc2)CCCCC1
→ 103, 0.3
C=CCc1cc(OC)cc(CC=C)c1O
→ 105, 0.2
COc1ccc(-c2nn(CCC#N)cc2C(=O)O)cc1OC
→ 100, -0.1
CC(C)NC(=S)NN=C1CCCCC1
→ 107, 0.6
COc1ccc(NC(=O)Cn2c(=O)n(Cc3ccco3)c(=O)c3sc4ccccc4c32)cc1Cl
→ 101, -0.9
Oc1ccc2ccccc2c1CN1CCCC1
→ 101, -0.2
COc1ccccc1NC(=O)c1cccc(N2C(=O)C3CC=CCC3C2=O)c1 (centres undefined)
→ 103, 0.1
CN(C)S(=O)(=O)c1ccc(C(=O)OCc2ccccc2F)cc1
→ 99, -0.4
CC(C)(C)c1ccc(C(=O)NNc2ncnc3c2cnn3-c2ccc(Cl)cc2)cc1
→ 110, 0.6
CCn1cc(C(=O)NCc2cccnc2)c2cc(OC)c(OC)cc2c1=O
→ 99, -0.1
CCc1ccc(NCc2c(C(=O)O)cnn2-c2ccccc2)cc1
→ 102, -0.4
CCOCCC(=O)N1CCN(c2ccccc2)CC1
→ 99, -0.2
COc1ccc(CCNC(=O)NC(C)(C)C)cc1
→ 100, -0.2
COc1ccc2cc(S(=O)(=O)c3ccc(C)c(C)c3)c(=Nc3ccc4c(c3)OCCO4)oc2c1
→ 105, 1.6
c1ccc(-c2nn3c(CN4CCCC4)nnc3c3ccccc23)cc1
→ 100, -1.1
CCOC(=O)c1ccc(CC2S/C(=N/N=C/c3ccc(O)cc3)NC2=O)cc1 (centres undefined)
→ 100, -0.1
CC(=O)Nc1ccc(S(=O)(=O)NC2(C(F)(F)F)NC(=O)N(CCc3ccc(F)cc3)C2=O)cc1 (centres undefined)
→ 108, 0.9
CCC(C(=O)NC1CCCC1)n1c2ccccc2c2nc(=O)cc(C)n21 (centres undefined)
→ 102, -0.2
CCCCN(CC)C(=O)C1c2ccccc2C(=O)N(CCOC)C1c1ccc(F)cc1 (centres undefined)
→ 99, -2.3
CCN(Cc1ccc(OC)c(F)c1)C(=O)c1ccccc1-n1cnnn1
→ 97, -0.5
COc1ccc(-c2c(C)c3ccc(O)c(CN4CCCC(C)C4)c3oc2=O)cc1OC (centres undefined)
→ 97, -2.4
CCOC(=O)c1[nH]c(C)c(C(=O)NCc2ccccc2Cl)c1C
→ 112, 0.2
Nc1cc(=O)[nH]c(SCCOc2ccccc2)n1
→ 100, 0.1
CCOc1ccc(NC(=O)c2nn(C)c3c2CS(=O)(=O)c2ccccc2-3)cc1
→ 105, -0.2
CN(C(=O)CSc1nnc(-c2cccs2)o1)C1CCCCC1
→ 102, -0.2
O=C(CSc1nn2c(=O)cnnc2s1)N1CCc2ccccc21
→ 103, 0.5
CCOc1nc2cccnc2n(Cc2cc(=O)n3ccccc3n2)c1=O
→ 104, 1.7
CCc1nnc(NC(=O)c2ccc(S(=O)(=O)N3CCc4ccccc4C3)cc2)s1
→ 99, -0.4
CC(C)(C)NC(=O)CCCN1C(=O)/C(=C\c2ccco2)SC1=S
→ 106, 0.9
CCN(CC)CCNc1nc2c(c(=O)n(C)c(=O)n2C)n1CCc1ccccc1
→ 103, 0.3

A portion of the library; the hit share may differ from the screen's.
